NS5 inhibitors: Dengue-2 NS5 methyltransferase inhibitors, primary screen, biochemical, confirmation dose response (AID 588689); Genome polyprotein (Dengue virus type 2 (strain 16681-PDK53)); Dengue-2 NS5 methyltransferase capping enzyme assay, biochemical; higher % means a stronger effect; one-dose inhibition, % at 25 µM; IC50 in µM for titrated hits; hit rate 0.3% among 340,000; in the data active = a potency from the dose series; inconclusive = inhibition above about 29% without an active follow-up result
Rac1 GTP hydrolysis: MgcRacGAP GTPase-activating activity inhibitors, confirmation, biochemical, ADP Hunter fluorescence. Rac GTPase-activating protein 1 (Homo sapiens). inhibition, % at 30 µM; hits with a dose series show IC50 in µM. MgcRacGAP-stimulated Rac1 GTP hydrolysis, ADP Hunter fluorescence; higher % means a stronger effect; GST-tagged Rac1 F28L mutant substrate. hit rate 0.6% among 340,000. AID 624330, 2012;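 active = first-screen hits whose inhibition reached a set limit at any dose in the follow-up dose series; inconclusive = inhibition above the set first-screen limit but never retested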;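 also: fluorescence reports GDP produced by GAP-driven GTP hydrolysis; strong numbers were not always called active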
SV40 large T antigen: SV40 large T antigen inhibitors, biochemical (AID 1903); SV40 large T antigen ATPase/helicase inhibition assay; higher % means a stronger effect; hit rate 0.39% among 310,000; inhibition, % at 20 µM, or IC50 in µM where a hit was titrated; in the data active = a potency from the dose series; inconclusive = inhibition mostly from about 32% at the one dose, without a potency; inactive = the rest, 99 in 100 with inhibition below about 32%; also: strong numbers were not always called active
West Nile virus CPE: West Nile virus antiviral activity, cell-based, CPE readout (AID 1621); CPE inhibition, % at 10 µM; hits with a dose series show IC50 in µM; hit rate 0.02% among 290,000; West Nile virus-infected cells, CPE inhibition; higher % means a stronger effect; in the data active = a potency from the dose series; inconclusive = CPE inhibition mostly from about 3.7% at the one dose, without a potency; inactive = the rest, 99 in 100 with CPE inhibition below about 2.2%; also: strong numbers were not always called active
NTR1 ag: agonists of NTR1, primary screen, imaging, U2OS cells, beta-arrestin-GFP, high content (AID 493036). Neurotensin receptor type 1 (Homo sapiens), P30989. NTR1-U2OS beta-arrestin-GFP spot imaging, agonist mode. activation, % at 20 µM. hit rate 0.17% among 330,000;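 active = activation at or above 40% of the spot to cytoplasm intensity ratio, with at least 20 cells analyzed; inconclusive = wells under 20 cells, flagged as cytotoxic or low count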;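 also: 0% = DMSO without peptide and 100% = 100 nM NTR1 peptide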
Target sequence (P30989 whole entry, looked up): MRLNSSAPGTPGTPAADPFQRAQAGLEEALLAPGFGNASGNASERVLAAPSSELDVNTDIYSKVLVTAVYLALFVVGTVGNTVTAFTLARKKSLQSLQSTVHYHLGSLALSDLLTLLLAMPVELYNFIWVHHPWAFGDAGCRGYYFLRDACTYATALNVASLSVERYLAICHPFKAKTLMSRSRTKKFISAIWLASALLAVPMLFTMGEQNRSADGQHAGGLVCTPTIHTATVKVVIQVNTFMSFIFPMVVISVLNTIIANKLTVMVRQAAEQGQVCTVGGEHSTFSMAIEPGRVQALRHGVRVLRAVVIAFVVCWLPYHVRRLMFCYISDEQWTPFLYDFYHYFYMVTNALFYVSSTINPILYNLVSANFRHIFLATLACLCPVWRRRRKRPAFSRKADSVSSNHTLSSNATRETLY
UTI89 phage lysis: inhibition of K1F phage lysis, E. coli UTI89, bacterial capsule biogenesis inhibitors, alamar blue (AID 488966); hit rate 0.02% among 340,000; E. coli UTI89 K1F phage lysis, alamar blue, 2 h; higher % means a stronger effect; one-dose inhibition, % at 100 µM; IC50 in µM for titrated hits;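 active = phage lysis inhibition, versus mean bacterial control, above a set limit; inconclusive = no clear call, values can overlap the other calls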;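 also: capsule biogenesis inhibitors block K1F phage lysis so surviving cells raise fluorescence; higher fluorescence means more inhibition of phage lysis; actives were called in the ten point dose series up to 300 µM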
AID2073: inhibitors of Mint1-CaV2.2 protein interaction, biochemical, HTRF (AID 2073) | Voltage-dependent N-type calcium channel subunit alpha-1B (Homo sapiens) | HTRF protein-protein interaction, Mint1-CaV2.2; higher % means a stronger effect | inhibition, % at 20 µM; hits with a dose series show IC50 in µM | hit rate 0.19% among 290,000; in the data active = inhibition mostly above about 51%, no sharp cut-off; inconclusive = no clear call, values can overlap the other calls; inactive = mostly below about 53%; also: some results filed as inactive read as strong as hits
Siah-1 displacement: Siah-1 peptide-binding antagonists, primary screen, biochemical, fluorescence polarization, rhodamine-plectin, uHTS (AID 1817); Siah-1 / rhodamine-plectin peptide fluorescence polarization; higher % means a stronger effect; one-dose displacement, % at 20 µM; IC50 in µM for titrated hits; hit rate 0.02% among 290,000;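 active = displacement of at least 50% at 20 µM, with a fluorescence ratio check between 0.3 and a set limit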;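 also: plate controls were Siah plus tracer with DMSO for no effect and tracer alone without Siah for full effect; strong numbers were not always called active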
RSV antiviral HEp-2: RSV antiviral activity via CPE protection, HEp-2 cells, primary 10 µM value included (AID 2391) | HEp-2 cells, RSV-induced CPE inhibition; higher % means a stronger effect | CPE inhibition, % at 10 µM, or IC50 in µM where a hit was titrated | hit rate 0.13% among 310,000; in the data active = a potency from the dose series; inconclusive = CPE inhibition mostly from about 23% at the one dose, without a potency; inactive = the rest, 99 in 100 with CPE inhibition below about 21%; also: strong numbers were not always called active
NTR1 ag cell count 20 µM: second read-out of NTR1 ag, no call of its own (marks repeat the call); cell count; measured here: cell count, cytotoxicity flag
NS5 inhibitors pilot replicate: further read-out of NS5 inhibitors, marked with its call; inhibition, %; measured here: pilot screen replicate inhibition
Starred values were filed as active, the others as inactive; ? = inconclusive; nt = no result given; [ ] = dose if it differs, or a comment.

SMILES	NS5 inhibitors	Rac1 GTP hydrolysis	SV40 large T antigen	West Nile virus CPE	NTR1 ag	NTR1 ag cell count 20 µM	UTI89 phage lysis	AID2073	Siah-1 displacement	RSV antiviral HEp-2	others
Cc1cc(N2CCCCCC2)n2nc(C)c(-c3ccccc3)c2n1	-2.0%	6.4%	19.8%	-1.4%	24.8	81	-0.7%[50 µM]	17.9%	5.6%	?
Cc1ccc(Nc2ncnc3c2oc2ccccc23)cc1	-0.7%	11.9%	5.0%	nt	2.4	28	0.6%	14.8%	1.6%	1.6%
COc1ccccc1C(=O)NNC(=S)NC(=O)c1cc(OC)c(OC)c(OC)c1	-7.8%	1.4%	2.5%	-0.6%	-1.4	33	-0.1%	-4.6%	-10.0%	0.8%
CN1CCc2ccccc2CC1=O	-10.5%	1.6%	6.7%	2.0%	1.3	40	1.4%[50 µM]	1.3%	3.5%	1.2%
CCS(=O)(=O)c1ccc2oc(SCC(=O)NCCC3=CCCCC3)nc2c1	-0.7%	8.0%	-32.0%	-0.6%	0.1	56	0.5%	-4.7%	0.4%	11.9%
N=c1nc(SCCC(=O)O)ss1	-3.9%	11.3%	2.4%	-0.2%	0.5	35	1.8%	11.9%	0.6%	1.7%
Cc1ccc2cc(CN(CC(C)C)S(=O)(=O)c3cccc4nonc34)c(=O)[nH]c2c1	26.5%	9.2%	6.2%	-0.7%	3.5	65	0.1%	10.0%	3.1%	0.0%
COc1ccc(-c2ocnc2C(=O)Nc2ccc3c(c2)CCC3)cc1	0.0%	4.7%	2.5%	-0.5%	0.8	54	0.1%	6.6%	2.2%	0.9%
CCCOc1ccc(N2C(=O)CC(SC(=NC)Nc3ccc(F)cc3)C2=O)cc1 (stereo unspecified)	0.0%	9.1%	18.0%	0.1%	3.8	76	2.4%	-2.8%	4.8%	0.8%
CCCNC(=O)c1csc2c1CCCCC2	-10.6%	9.7%	2.0%	-0.5%	-1.3	92	0.3%	1.1%	3.5%	0.6%
Cc1ccccc1OCC(=O)NNC(=O)Nc1ccccc1	-16.7%	5.3%	3.5%	-0.2%	2.9	48	-0.1%	20.5%	14.0%	-0.2%
O=C(N/N=C/c1cccc([N+](=O)[O-])c1)c1ccc2nc[nH]c2c1	-6.5%	3.7%	19.6%	-0.1%	-0.5	74	-0.9%	-0.5%	-3.8%	1.0%
Cc1nc2cc(-c3ccc(Cl)cc3)nn2c(C)c1CCC(=O)NCc1ccco1	-2.8%	3.3%	-1.3%	0.1%	1.2	56	0.2%	8.8%	-4.8%	1.4%
Cc1ccc2c(c1)sc(=NC(=O)C1CC1)n2C	-11.0%	2.1%	12.9%	0.4%	0.9	53	2.4%[50 µM]	8.2%	3.2%	4.5%
CC(=O)N1CCC(N(CCN2CCOCC2)C(=S)Nc2cccc(C)c2C)CC1	-3.6%	6.7%	-0.5%	-0.7%	1.8	39	1.3%	7.8%	-1.2%	0.7%
CCOC(=O)C1CCCN(C(=O)c2cc(-c3ccc(F)cc3)nc3ccccc23)C1 (stereo unspecified)	-0.7%	-0.2%	1.0%	-0.4%	1.1	44	-1.0%	35.3%	7.7%	-1.1%
CNc1csc(C)c(C)c1=O	-1.4%	-0.6%	12.2%	0.1%	-0.6	40	4.2%	-21.2%	-4.7%	1.6%
COc1ccc(/C=C(\C#N)C(=O)OC2CCOC2=O)cc1 (stereo unspecified)	-5.4%	6.3%	7.4%	-0.2%	-0.9	63	-0.4%	2.1%	-0.4%	-1.3%
Cn1c(=O)c2c([nH]c(OCc3ccc(Cl)cc3Cl)[n+]2Cc2ccc(F)cc2)n(C)c1=O	3.9%	12.9%	-2.1%	-0.7%	18.8	41	-0.1%	29.0%	8.5%	-0.4%
O=[N+]([O-])c1cc(Cl)ccc1-c1nc(-c2ccncc2)no1	1.8%	14.2%	7.3%	0.1%	-0.2	85	0.0%	-4.1%	0.7%	14.3%
O=C(O)C1CSC2(c3ccc4c(c3)OCCO4)CCC(=O)N12 (stereo unspecified)	-2.3%	1.3%	-4.1%	0.0%	-1.2	55	0.8%	9.6%	2.2%	1.8%
O=[N+]([O-])c1ccc(NNC(=S)Nc2ccc(F)cc2)cc1	11.5%	7.2%	19.2%	-1.6%	1.4	49	-3.5%	-21.5%	2.6%	4.9%
Cc1noc(NS(=O)(=O)c2ccc(NC(=O)c3ccc(N4C(=O)c5ccccc5C4=O)cc3)cc2)c1C	-1.5%	4.5%	8.9%	0.2%	0.8	87	-0.4%	21.8%	19.9%	0.2%
Cc1cc(-c2cccs2)c(C#N)c(=S)[nH]1	-22.5%	2.7%	18.0%	0.1%	1.5	61	0.7%	-4.5%	-4.0%	1.9%
CCOC(=S)SCC(=O)N1CCc2cc(OC)c(OC)cc2C1C1C(=O)CC(C)(C)CC1=O (stereo unspecified)	-9.0%	10.8%	0.7%	0.1%	-0.5	91	0.2%	32.5%	4.6%	2.5%
Remaining list, next part
SMILES	NS5 inhibitors	Rac1 GTP hydrolysis	SV40 large T antigen	West Nile virus CPE	NTR1 ag	NTR1 ag cell count 20 µM	UTI89 phage lysis	AID2073	Siah-1 displacement	RSV antiviral HEp-2	others
O=c1c(Br)c(N2CCOCC2)cnn1-c1ccccc1	-7.8%	5.0%	6.2%	-0.1%	0.8	47	0.6%	2.2%	-4.3%	2.2%
CN(CC(=O)NCCc1ccccc1)S(=O)(=O)c1cccs1	-5.4%	5.6%	11.7%	0.2%	-0.2	54	0.1%	12.0%	-1.0%	0.0%
C/C(Cl)=C\Cn1c(NCCCn2ccnc2)nc2c1c(=O)n(C)c(=O)n2C	4.5%	13.6%	-1.8%	-0.1%	-0.1	41	0.0%	-5.3%	1.4%	1.8%
Cc1c(C(=O)N2CCCCC2)c(S(=O)(=O)Nc2cccc(Br)c2)c(C)n1C	-7.1%	9.4%	16.0%	1.0%	1.1	68	0.0%	-3.0%	-0.2%	8.5%
COc1ccc(-c2cc(C(=O)NCc3cccs3)no2)cc1	-1.7%	7.3%	24.1%	0.1%	-0.7	71	-0.6%[50 µM]	0.1%	17.9%	1.4%
O=C(N/N=C1\NC(=O)C(CO)(CO)S1)c1ccccc1	5.4%	3.7%	8.4%	0.0%	-0.8	43	-1.1%	-14.1%	6.0%	2.6%
Oc1ccc(-c2cn3c(n2)SCC3)cc1O	1.3%	?	9.74µM*	1.5%	1.7	73	1.7%	29.5%	0.8%	3.5%
COc1ccc(OC)c(NC(=O)CSc2nnc(-c3cccnc3)s2)c1	-14.1%	-1.1%	8.5%	-0.4%	-0.9	63	-0.1%	-7.8%	-3.4%	-3.8%
N/C(=N/OS(=O)(=O)c1ccc([N+](=O)[O-])cc1)c1ccncc1	-5.5%	13.1%	6.5%	0.6%	-0.5	95	0.1%	14.5%	7.1%	1.8%
COC(=O)C1=C(Nc2cc(Cl)cc(Cl)c2)CSC1	-4.6%	7.1%	14.7%	-0.3%	-0.3	53	1.8%	-6.3%	7.4%	1.4%
CCc1nnc(NC(=O)CSc2nnc(Cc3cccn3C)n2CCOC)s1	-4.8%	1.6%	4.6%	-0.5%	3.6	64	3.3%	-9.6%	6.2%	1.6%
CC1CCCCC1NC(=O)C1CCN(S(=O)(=O)N2CCC3(CC2)OCCO3)CC1 (stereo unspecified)	-2.8%	9.3%	3.1%	-0.9%	-0.1	53	0.4%	-8.3%	-1.2%	1.0%
CCN1C=C(C(=O)OC)C(c2cccc(OC)c2OC)C(C(=O)OC)=C1	-0.7%	3.9%	15.6%	-0.4%	-0.4	44	0.2%	25.0%	-5.3%	0.8%
Cc1ccccc1NC(=S)N(CCN(C)C)C(C)c1ccco1 (stereo unspecified)	1.4%	1.1%	20.9%	-0.7%	0.6	44	7.8%	-10.3%	0.9%	1.1%
O=C1CN(Cc2cc(=O)oc3cc4c(cc23)CCC4)CCN1	-5.3%	-11.2%	11.5%	-0.4%	-1.5	85	0.0%	?	6.5%	0.6%
CCOC(=O)c1sc(NC(=O)c2ccccc2F)c(C(N)=O)c1C	-1.3%	7.2%	12.8%	-0.5%	6.2	96	0.3%	11.7%	5.9%	1.1%
Cc1ccc(NS(=O)(=O)c2cccc3cccnc23)cc1Cl	-4.0%	1.9%	7.3%	-1.2%	5.2	77	0.2%	3.1%	-1.1%	2.7%
CCN(CC)S(=O)(=O)c1ccc(O)c(C(=O)OCC(=O)N2CCCC2)c1	-12.5%	2.6%	7.7%	-0.6%	-0.2	38	-0.1%	-6.6%	-2.0%	0.5%
O=S(=O)(c1ccc(OC(F)(F)F)cc1)N1CCCC(N2CCOCC2)C1 (stereo unspecified)	-4.6%	10.1%	7.9%	-1.2%	-1.5	77	0.1%	-1.3%	4.4%	1.0%	NS5 inhibitors pilot replicate=-1.2
CC1CCN(CCCCOc2ccccc2[N+](=O)[O-])CC1	1.4%	13.0%	-3.5%	-0.7%	-0.6	69	-0.3%	1.3%	3.2%	-2.3%
Cc1cc(C)nc(SCC(=O)NNC(=O)c2cccs2)n1	-5.5%	-7.0%	11.8%	0.1%	0.1	75	0.2%	4.5%	-1.1%	0.6%
O=C(O)CCc1ccc(-c2ccc(F)cc2)n1CC1CCCO1 (stereo unspecified)	-5.6%	12.7%	20.9%	-0.1%	-0.3	61	1.5%	2.6%	2.8%	-0.2%
CCCN=C1N(C)C[C@@H]2[C@@H]3C(=O)N(Cc4ccccc4)C(=O)[C@@H]3[C@](C)(C(=O)OC)N12	7.3%	8.8%	nt	nt	1.7	50	0.4%	nt	nt	nt	NS5 inhibitors pilot replicate=-0.3
O=C(O)Cn1ncc2ccccc2c1=O	2.5%	5.1%	0.2%	-0.2%	0.5	55	-0.8%	-4.9%	-0.3%	-1.7%
CCN(CC)S(=O)(=O)c1cccc(C(=O)N/N=C2\CCCC(=O)C2)c1	-41.5%	9.4%	21.6%	0.2%	0.2	50	0.5%	5.6%	10.1%	0.6%
Cc1ccc(Cn2ccc(NC(=O)c3cc4nc(-c5ccco5)cc(C(F)(F)F)n4n3)n2)cc1	1.6%	7.6%	3.0%	-0.2%	5.0	59	-0.1%	23.3%	-0.7%	1.4%
COc1ccc(C(=O)C2CCN(CC(=O)Nc3ccc(OC)cc3OC)CC2)cc1	-9.8%	14.6%	8.6%	0.1%	0.8	56	0.4%	6.9%	-1.7%	5.9%
CCCCc1cn([C@@H](CCCCNC(=O)OC(C)(C)C)C(=O)N2CCN(C(=O)OC(C)(C)C)CC2)nn1	-5.8%	-0.8%	0.8%	-0.2%	1.5	62	-2.0%	-5.3%	-0.9%	1.8%
COC(=O)CCC(=O)Nc1ccc(C)cc1OC(=O)CCC(=O)OC	-5.5%	5.6%	2.4%	0.2%	0.5	30	0.0%	8.9%	1.2%	0.2%

Screening results deposited in PubChem by several laboratories.
